# TbMetRS inhib – Trypanosoma brucei MetRS inhibition; purified T. brucei MetRS, ATP depletion, Kinase-Glo luminescence; inhibition, % at 11.9 µM; hit rate 0.4% among 360,000; AID 624268;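 active means inhibition above a per-plate cutoff of the control wells' mean inhibition plus 3 SD, cut at about 5.5% in these data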;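 further: 0% = DMSO wells median and 100% = median of wells with control inhibitor compound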
#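 technique = Kinase-Glo luminescence, ATP depletion format | system = purified MetRS (methionyl-tRNA synthetase) enzyme from Trypanosoma brucei | timing = 15 min preincubation, 2 h reaction, all 25 °C | evaluation = percent inhibition versus plate control medians | dosing = single dose, 11.9 µM final nominal, 0.9% final DMSO | also added = substrates ATP, L-methionine and bulk Escherichia coli tRNA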
# DNMT1 inh – inhibitors of human DNMT1 | inhibition (reported as % activation of signal), % at 10 µM | P26358 | hit rate 0.83% among 360,000 | DNMT1 molecular beacon, Hinp1I cleavage, fluorescence; in the data active means inhibition above about 50%
# NadD inh – inhibitors of Staphylococcus aureus NadD. purified NadD enzyme, colorimetric absorbance read-out. inhibition, % at 20 µM. hit rate 0.78% among 360,000. AID 602399; in the data active means inhibition above about 26%; further: some compounds past the cut are filed as inactive
# MsrA inhibitor – inhibitors of bovine MsrA. purified bovine MsrA, absorbance read-out. hit rate 0.75% among 360,000. inhibition, % at 15.5 µM; in the data active means inhibition above about 4.5%;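 further: 0% = vehicle wells with enzyme and 100% = reference inhibitor wells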
# STEP inh – inhibitors of human striatal-enriched phosphatase STEP; inhibition, % at 20 µM; recombinant STEP, OMFP fluorogenic substrate, fluorescence; hit rate 0.25% among 360,000;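 active means inhibition at 20 µM, scaled per plate between control wells, above about 37%, limit read from the data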;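 further: 0% = DMSO with enzyme and substrate and 100% = substrate only without enzyme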
#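 medium = Bis-Tris buffer pH 6.0, 2.5 mM DTT, 0.005% Tween 20 | test system = STEP (striatal-enriched tyrosine phosphatase) enzyme, cell-free | measure = normalized % inhibition | compound dosing = 20 µM, 1% DMSO | also added = 25 µM OMFP | schedule = reaction 20 min, ambient temperature | measured by = fluorescence read at 480 nm ex / 540 nm em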
# Rpn11 inh – blocks the human proteasome subunit Rpn11; O00487; human 26S proteasome, Ub4-pepOG fluorescence polarization; 20S core pre-blocked with epoxomicin; calls only at 20 µM; hit rate 0.59% among 360,000; AID 588493;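 active means inhibition at 20 µM, scaled to each plate's controls, above about 33%, limit read from the data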
# Target sequence (O00487 whole entry, looked up): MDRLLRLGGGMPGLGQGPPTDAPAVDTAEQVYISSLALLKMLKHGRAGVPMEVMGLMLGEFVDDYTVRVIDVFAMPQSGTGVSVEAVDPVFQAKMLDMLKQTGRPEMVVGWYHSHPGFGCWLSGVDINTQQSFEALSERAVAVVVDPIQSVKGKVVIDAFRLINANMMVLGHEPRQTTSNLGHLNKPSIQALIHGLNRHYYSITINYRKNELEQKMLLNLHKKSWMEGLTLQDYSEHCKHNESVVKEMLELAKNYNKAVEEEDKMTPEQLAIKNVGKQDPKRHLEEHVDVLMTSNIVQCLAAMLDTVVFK
# Scp1 inh – Scp-1 (human) phosphatase inhibition; hit rate 0.88% among 340,000; Q9GZU7; AID 493091; Recombinant Scp1, phosphopeptide, malachite green phosphate absorbance; inhibition, % at 20 µM;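 active means inhibition above about 50% at 20 µM, limit read from the data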;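 further: plate controls were DMSO wells with enzyme for no effect and wells lacking enzyme for full effect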
#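 Test system: SCP-1 catalytic domain; Buffer or medium: Acidic Tris acetate buffer with magnesium and detergent; Also added: Phosphorylated 17-residue peptide substrate; Compound: single 20 µM dose, 1% DMSO; Schedule: enzyme reaction 45 min at room temperature, colour 5 min, stabilisation 30 min; Signal: Phosphate-binding colour reagent, absorbance read at 630 nm.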
# LMPTP inh – LMPTP (human) inhibition. P24666. recombinant LMPTP-A, OMFP fluorogenic substrate, fluorescence intensity. inhibition, % at 20 µM. hit rate 0.22% among 360,000. AID 651560;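 active means compounds that cut the enzyme signal by at least half of the control window in the single-dose screen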;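 further: plate controls were DMSO wells with enzyme plus substrate for no effect and substrate without enzyme for full effect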
# Target sequence (P24666 whole entry, looked up): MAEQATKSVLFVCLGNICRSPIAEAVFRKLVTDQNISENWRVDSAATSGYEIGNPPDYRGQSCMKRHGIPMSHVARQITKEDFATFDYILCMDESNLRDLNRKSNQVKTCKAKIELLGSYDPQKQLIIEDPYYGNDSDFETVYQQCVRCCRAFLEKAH
#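 Material: LMPTP-A; amount: 0.625 nM enzyme; doses: single 20 µM dose; times: reaction 50 min, room temperature, dark; technique: fluorescence intensity of OMFP turnover product; benchmarks: no-enzyme and uninhibited controls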
# SUMO1 PPI mod – modulators of human SUMO1-mediated protein-protein interactions; P63165; SUMO1 binding to a labelled peptide, TR-FRET, 1 h; inhibition, % at 20 µM; hit rate 0.33% among 360,000; in the data active means inhibition above about 37%
# Target sequence (P63165 whole entry, looked up): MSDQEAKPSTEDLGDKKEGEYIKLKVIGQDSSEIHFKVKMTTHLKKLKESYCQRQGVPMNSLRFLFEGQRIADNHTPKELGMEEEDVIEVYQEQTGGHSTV
# CSN deneddyl inh – blocks human CSN-mediated cullin deneddylation. hit rate 0.38% among 360,000. AID 651999. Purified CSN, SCF-Nedd8-OG deneddylation, fluorescence polarization. inhibition, % at 12.5 µM. Q92905;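 active means pattern-corrected inhibition above about 35%, with an unprinted fluorescence ratio check between 0.5 and 1.5, limit read from the data, passing the limit was not always enough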;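 further: 0% = enzyme with substrate and 100% = substrate without enzyme; some results filed as inactive read as strong as hits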
# Target sequence (Q92905 whole entry, looked up, one chain of several): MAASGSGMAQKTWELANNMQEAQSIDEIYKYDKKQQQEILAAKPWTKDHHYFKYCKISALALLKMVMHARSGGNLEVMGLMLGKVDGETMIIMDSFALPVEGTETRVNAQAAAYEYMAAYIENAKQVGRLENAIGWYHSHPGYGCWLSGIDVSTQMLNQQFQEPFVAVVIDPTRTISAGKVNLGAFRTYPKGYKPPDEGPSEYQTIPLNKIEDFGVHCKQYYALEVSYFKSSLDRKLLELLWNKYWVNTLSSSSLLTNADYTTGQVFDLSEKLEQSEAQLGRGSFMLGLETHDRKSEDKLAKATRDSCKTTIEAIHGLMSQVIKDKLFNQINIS
#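 Assay system: Purified human Csn5 enzyme expressed in HEK293T cells | Amount: Enzyme 0.24 nM | Measured by: Fluorescence polarization readout | Medium: Tris/NaCl/DTT buffer, pH 7.5 | Compound dosing: One concentration, 12.5 µM, 0.25% DMSO | Times: 90 min incubation of compound, enzyme and substrate at room temperature | Control set: no-enzyme wells high, enzyme-with-substrate wells low | Read-out: % inhibition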
# Starred values were filed as active, the others as inactive; i = inactive; x = not tested or not shown; + = active, no number.
SMILES,TbMetRS inhib,DNMT1 inh,NadD inh,MsrA inhibitor,STEP inh,Rpn11 inh,Scp1 inh,LMPTP inh,SUMO1 PPI mod,CSN deneddyl inh
CC(C)Oc1cccc(C(=O)C2CCCN(C(=O)c3cc(C(F)(F)F)[nH]n3)C2)c1 (configuration not stated),-0.5,1,3,-0.5,-3,i,-6,1.2,-2,1
CC(Oc1cccc(Cl)c1)C(=O)N(C)CC(=O)Nc1ccc(N2CCOCC2)cc1 (configuration not stated),-0.3,2,3,-0.5,-1,i,-3,-0.8,-2,-6
Cc1cc(=O)oc2c(C(=O)c3ccccc3)c(OCC(N)=O)ccc12,-0.6,0,-3,1.6,-1,i,5,-0.5,-1,-1
C[C@@H]1CN([C@@H](C)CO)C(=O)c2cc(Br)cnc2O[C@H]1CN(C)C(=O)c1ccccc1F,-0.8,2,0,1.0,0,i,x,-1.7,-6,-2
COc1ccccc1OCCN1CSC(=S)N(C)C1,0.5,0,-2,1.3,2,i,-15,-0.1,-2,-5
COc1ccc(N(CC(=O)NC2CCCC2)C(=O)CCC(=O)Nc2cc(C)on2)cc1OC,0.2,0,-14,0.5,-2,i,-2,-0.6,2,-1
COc1ccccc1-c1nnc(SCC(=O)NC2CCS(=O)(=O)C2)n1N (configuration not stated),0.0,-2,5,-0.5,0,i,2,-7.7,-4,13
Cc1[nH]c2ccccc2c1/C=C/c1cc[n+](C)cc1,-0.5,8,3,0.3,-4,x,34,5.9,-85,130
O=S(=O)(c1cccc(-c2nnco2)c1)N1CCCC1,-0.4,0,8,-0.9,3,i,-3,-1.5,0,1
CCCNS(=O)(=O)c1cc(Br)cc2c1N(C(=O)CC)CC2,-0.3,0,7,-0.5,0,i,-10,-1.7,3,1
Cc1cc(C)c(NS(=O)(=O)c2ccc3c(c2)NC(=O)C(C)C(=O)N3)c(C)c1 (configuration not stated),-1.6,5,0,0.4,-4,i,4,-0.5,-5,0
Cc1nn(CC(=O)NCCCN2CCCC2=O)c(C)c1[N+](=O)[O-],-0.2,2,-3,-1.8,-1,i,8,-1.3,-5,5
COc1cccc2[nH]c(C(=O)NCCCN3CCCC3=O)cc12,-0.3,-2,0,0.5,-1,i,0,-1.3,4,0
CCCN1CNc2c(c(=O)[nH]c(=S)n2CCc2ccccc2)C1,-0.8,0,-2,-0.1,-1,i,-1,-1.6,2,-12
Cc1ccc(/C(O)=C/c2nc3ccccc3oc2=O)cc1,-0.5,-2,13,1.8,-7,x,-4,1.0,-8,-22
Cc1ccc(CNC(=O)CNC(=O)[C@@H]2Cc3ccccc3CN2C(=O)OC(C)(C)C)cc1,0.2,2,-2,-1.2,-2,i,-8,0.3,-1,-3
COc1ccc(CCNCC(O)c2ccccc2)cc1 (configuration not stated),-0.4,0,2,-0.4,-5,i,-5,-0.5,1,-4
CCOC(=O)C1CCN(C(=O)/C=C/c2ccc(S(=O)(=O)N3CCOCC3)cc2)CC1,0.2,-3,-2,-0.5,3,i,-15,-0.7,-11,4
O=S(=O)(NNc1ccc(Cl)nn1)c1ccc(F)cc1,-0.8,1,-8,-0.6,0,i,-6,-2.3,2,3
CCOC(=O)Cn1nc(-c2ccccc2)c2cnc3ccc(CC)cc3c21,-0.1,11,0,0.1,1,i,2,9.3,0,-1
C#CCNC(=O)C1=C[C@@H](c2ccc(C#C)cc2)C[C@@H](OCCCCO)O1,-0.3,-6,7,1.5,1,i,5,3.3,1,4
COc1ccc(C2/C=C\CN(C(=O)c3ccccc3)CC(=O)N2Cc2ccc(F)cc2)cc1 (configuration not stated),-0.1,2,-3,1.5,2,i,-6,1.3,5,4
Cc1ccc2ccccc2c1C(O)c1ncc(-c2cccc(F)c2)[nH]1 (configuration not stated),-0.2,-5,-1,-1.5,3,i,x,1.0,-9,-8
CCCN1CCC(NCc2cn(C)nc2-c2ccc(Oc3ccccc3)cc2)CC1,-1.0,1,-9,-0.9,-1,i,2,-3.2,-5,2
CCOC(=O)c1[nH]c(C)c(C(=O)/C=C/c2ccc(C(=O)O)cc2)c1C,-0.7,1,1,1.6,-1,i,4,-1.3,2,-1
Cc1cc(C)c(NC(=S)NC(=O)c2ccccc2)cc1C,0.3,9,-2,-0.3,-3,i,x,0.1,6,-1
CCN(CC)c1ccc(NC(=O)Cn2c(C(C)NC(=O)c3ccc(C)cc3)nc3ccccc32)cc1 (configuration not stated),0.2,47,34*,0.0,4,i,-2,2.9,15,4
CC(C)N1CCN(Cc2cnc(-c3ccccc3)s2)CC1CCO (configuration not stated),-0.5,-2,-2,0.0,-3,i,-4,-0.9,-6,-3
O=C(c1ccco1)N1CCN(S(=O)(=O)c2ccc(C3CCCCC3)cc2)CC1,0.1,5,1,0.1,1,i,-2,0.9,2,4
Cc1nc2ccccc2c2oc(C(=O)N3CCC(N4CCCCC4)CC3)cc12,-0.1,-5,23,x,1,+,-4,24,35,16
OCCC1CN(Cc2ccc3ncccc3c2)CCN1Cc1ccccc1 (configuration not stated),-0.8,1,-1,2.4,-1,i,-4,2.7,0,-4
CCN1CCN(C(=O)/C=C\C(=O)O)CC1,-0.7,0,-2,3.0,0,i,-2,-4.0,4,0
O=C1CCCc2sc3c(c2N1)CCCCC3,0.3,4,-6,-0.5,-2,i,-8,0.1,2,-1
O=C(CCN1C(=O)C2CCCCC2C1=O)Nc1nc2c(F)cc(F)cc2s1 (configuration not stated),-0.2,-4,2,-1.2,1,i,-3,-0.2,-3,-3
c1ccc(CSc2cc3ccccc3[nH]2)cc1,-0.4,-12,-12,-0.8,0,i,-13,1.6,-4,-6
CCCn1nc2cc(C(=O)NCCc3cccs3)ccc2c1OCC,-0.4,3,-7,-0.4,-3,i,-2,-0.5,-12,0
O=C(NC1CCCN(Cc2ccccc2F)C1)C1CCC1 (configuration not stated),-1.9,-1,-7,-1.3,3,i,-7,-3.5,2,4
Cc1ccc(S(=O)(=O)NC2c3cccc4cccc(c34)C2Sc2nncn2C)cc1 (configuration not stated),-0.1,-16,5,0.2,1,i,0,0.0,-7,4
Cc1ccc2nc(SCC(=O)NNC(=O)c3ccccc3)[nH]c2c1,0.9,-2,-1,0.7,-1,i,-10,1.1,-2,-3
Cc1cc2nnc(SCC(=O)OC(C)C)n2c2ccccc12,0.4,3,-2,-0.5,3,i,7,-1.4,0,-3
COC(=O)C1=NNC(C(=O)c2ccco2)C1c1ccccc1 (configuration not stated),-0.1,-7,3,1.5,2,i,-11,0.8,1,-5
CCNc1c(NC(C)=O)c(=O)oc2ccccc12,-0.8,-2,0,0.4,-3,i,-1,-0.9,0,2
O=C(Cn1nnc(-c2ccccc2)n1)N1CCCCC1,-0.5,1,-2,0.1,-2,i,-5,1.2,2,1
Cc1cccc(CSc2nc3c(c(=O)[nH]2)CCC3)c1,-0.1,2,-2,-0.5,-2,i,1,-0.6,9,2
Cn1c(=O)c2cc(NC(=O)NCc3ccccc3)ccc2n1Cc1cccc(C(F)(F)F)c1,0.1,2,-5,0.9,5,i,x,2.2,11,5
COC(=O)[C@@]12C[C@@H](CC(=O)NCc3ccccc3)C(=O)N(Cc3ccco3)C1=CCC(C)(C)C2,-0.1,x,x,-0.7,x,x,x,-0.4,-1,-1
Cn1c(=Nc2ccc(N3CCOCC3)cc2)ccc2ccccc21,-0.3,0,5,2.2,16,i,-4,-3.4,-12,1
O=C(NCCCn1ccnc1)c1nc(Cn2cc(Br)cn2)no1,-1.0,-2,3,-0.7,0,i,8,-4.8,3,3

# Laid out differently: entries from further up.
# Each structure is followed by: TbMetRS inhib, DNMT1 inh, NadD inh, MsrA inhibitor, STEP inh, Rpn11 inh, Scp1 inh, LMPTP inh, SUMO1 PPI mod, CSN deneddyl inh
O=C(Cn1nnc(-c2ccccc2)n1)N1CCCCC1
    -0.5, 1, -2, 0.1, -2, i, -5, 1.2, 2, 1
Cc1ccc(S(=O)(=O)NC2c3cccc4cccc(c34)C2Sc2nncn2C)cc1 (configuration not stated)
    -0.1, -16, 5, 0.2, 1, i, 0, 0.0, -7, 4

# Following part
SMILES,TbMetRS inhib,DNMT1 inh,NadD inh,MsrA inhibitor,STEP inh,Rpn11 inh,Scp1 inh,LMPTP inh,SUMO1 PPI mod,CSN deneddyl inh
Cc1nc(CS(=O)(=O)c2ccccc2)cc(Sc2ccccc2Cl)n1,-0.5,-3,-3,-0.2,3,i,-3,-1.2,1,0
O=C(NCC1OCCc2ccccc21)c1ccco1 (configuration not stated),-1.4,-1,5,1.3,-1,i,5,-1.3,-1,5
Cn1c(NCc2ccncc2)nc2cc(-c3ccsc3)sc2c1=O,0.2,8,4,0.2,4,i,x,2.5,-34,3
O=C(Nc1cccc(O)c1)C(=O)Nc1ccccn1,-0.6,1,-7,0.6,-2,i,-8,-0.2,-1,3
CCCCn1c(N)c(N(CCOC)C(=O)COC(=O)c2ccccc2NCCO)c(=O)[nH]c1=O,-0.4,-1,6,0.8,-3,i,-2,-0.5,7,0
COc1cc2c(cc1OC)C(c1ccccc1OC(C)C)CC(=O)N2 (configuration not stated),0.3,-4,-3,1.1,3,i,3,-0.5,3,-1
O=C(O)CC(NC(=O)COc1ccccc1)c1cccc([N+](=O)[O-])c1 (configuration not stated),-0.8,3,-5,0.3,-2,i,-3,-1.2,-6,-6
NS(=O)(=O)c1ccc(CCNC(=O)c2cccc(OC(F)F)c2)cc1,-0.5,3,-4,-0.2,2,i,-8,-2.0,-7,3
COC(=O)c1ccc(NC(=S)NC2CCCCC2)cc1,-0.1,2,-2,-0.4,0,i,-11,-1.5,8,2
O=C1C=C(c2ccccc2)C[C@@H](c2ccc3c(c2)OCO3)C1,-0.1,0,-7,2.3,0,i,-8,1.3,-27,-4
Cn1c(=O)c2c(ncn2CC(=O)N2CCc3ccccc3C2)n(C)c1=O,0.6,20,-1,0.1,0,i,-2,-0.4,2,0
Cc1ccccc1CCN1CCCC(CN(C)CC(C)(C)C)C1 (configuration not stated),-0.2,-1,-4,-0.5,0,i,-4,-2.0,1,7
CN(C)S(=O)(=O)c1ccc(N2CCCC2)c(C(=O)N2CCC(C(N)=O)CC2)c1,-0.4,2,3,1.2,0,i,2,-1.8,0,0
COC(=O)CSc1nnc(-c2ccccn2)n1N,0.1,2,-8,0.3,0,i,0,-1.9,-3,21
